# Yeast tox: Inhibits yeast growth, turbidity readout. S. cerevisiae wild-type growth, A595 turbidity, 16 h. AID 685. hit rate 0.3% among 30,000. growth inhibition, % at 25 µM (by protocol);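 active means mutant and wild-type yeast strains alike exhibit over 30% growth inhibition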;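 further: 0% = untreated cell controls and 100% = YPD media blanks without cells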
#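 System – wild-type and eIF2Bepsilon-R284H mutant S. cerevisiae, screened separately · Measured by – absorbance at 595 nm (turbidity) · Timing – 16 h compound exposure during growth at 30 °C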
# Yeast eIF2B: modulators of yeast eIF2B activity. S. cerevisiae eIF2B-epsilon R284H, GCN4-lacZ luminescence. inhibition, % at 25 µM (by protocol). hit rate 0.91% among 27,000. AID 688;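 active means mutant luminescence inhibited past about 50% while wild type luminescence and mutant growth stay under set limits, limit read from the data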; further: some compounds called inactive have numbers as strong as hits
#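 material = yeast eIF2B-epsilon R284H mutant carrying GCN4–beta-galactosidase fusion | schedule = 16 h growth with compound at 30 °C, 90 min Beta-Glo step | measured by = luminescence and A595 | compound dosing = one concentration, 25 µM, 0.25% DMSO | read-out basis = % inhibition of reporter signal and growth versus controls | buffer or medium = YPD medium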
# Yeast tox inhibition %: recorded beside Yeast tox, whose call it bears; growth inhibition, %; S. cerevisiae eIF2Bepsilon-R284H mutant growth, A595 turbidity, 16 h;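 each compound tested once at 25 µM; 0% equals untreated cells and 100% equals cell-free medium blanks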
# Yeast eIF2B mutant toxicity: further read-out of Yeast eIF2B, marked with its call; growth inhibition, %; measured here: mutant yeast growth, toxicity;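 each compound tested once at 25 µM; zero equals untreated control growth and 100 equals blank medium absorbance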
# * marks the source's active call; other numbers are inactive results; . = no result given.
SMILES,Yeast tox,Yeast tox inhibition %,Yeast eIF2B,Yeast eIF2B mutant toxicity
O=C(Nn1c(O)c(C=C2N=c3ccccc3=N2)sc1=S)c1ccccc1Cl,8,-5,-18,-5
CCOc1ccc(N2C(=O)c3cccnc3C2=O)cc1,8,21,39,21
O=C(COc1ccc(S(=O)(=O)NC2CCCC2)cc1)N1CCCCCC1,-5,-30,32,-30
Cc1ccc(-c2noc(CN(C(=O)Cc3ccccc3)C(C)C)n2)cc1,-2,7,.,.
CCOc1ccc(OCC)c(NC(=O)CN(c2ccc(C)cc2)S(=O)(=O)c2c(C)noc2C)c1,-7,-4,22,-4
CC1=C(C#N)C(c2cccnc2)C2=C(CC(c3ccc(Cl)cc3)CC2=O)N1 (stereo not drawn),26,10,28,10
COc1ccc(OCc2nnc(SCC(N)=O)n2-c2ccccc2OC)cc1,-6,0,10,.
COc1ccc(OC)c(C(=O)c2coc3ccc(OCC(=O)O)cc23)c1,17,18,15,18
Cc1c(C)c2ccc(OCC(=O)N(C)C)c(C)c2oc1=O,-7,-19,38,-19
COc1ccc(N2CCN(C(=O)CN(CCc3ccccc3)S(C)(=O)=O)CC2)cc1,20,26,19,26
CCOC(=O)c1nn(-c2cc(C(=O)OC)cc(C(=O)OC)c2)cc1O,-9,-5,15,-5
CCN(CC)c1nc(C)c2c(c1C#N)CC(C)(C)OC2,-8,14,24,14
O=C(CSc1nnc2sc3ccccc3n12)N1CCN(c2ccccc2)CC1,-4,-17,19,-17
O=C(O)CSC(NC(=O)c1cccnc1)(C(F)(F)F)C(F)(F)F,-2,26,24,26
CC(C)C(c1nnnn1C1CCCC1)N1CCOCC1 (stereo not drawn),-24,2,16,2
O=C(Nc1ccc(N2CCN(C(=O)c3ccco3)CC2)c(Cl)c1)c1cccs1,20,0,4,.
O=C(Nc1ccc(Br)c(Cl)c1)c1ccco1,11,12,26,12
O=c1c2ccccc2n(Cc2ccc(Cl)cc2)c(=O)n1Cc1ccco1,-5,7,5,7
O=C(Cc1c(F)cccc1Cl)N1CCN(C(=O)c2ccco2)CC1,-11,-13,.,.
O=C(COC(=O)c1c2c(nc3ccccc13)CCCC2)Nc1ccc2c(c1)OCO2,-14,12,34,12
O=C(CSc1ccc(-c2ccccc2)nn1)NCc1ccco1,3,18,40,18
O=C(Nc1ccc2c(c1)nc1n2CCOC1)c1ccco1,18,11,29,11
CN(CC(=O)O/N=C(\N)c1ccc([N+](=O)[O-])cc1)S(=O)(=O)c1ccc2ccccc2c1,12,6,13,6
CCC(Oc1ccccc1)C(=O)Nc1ccc(S(=O)(=O)N2CCOCC2)cc1 (stereo not drawn),5,-12,17,-12
Clc1ccc(CSc2nnc(CNc3cccc(Cl)c3)o2)cc1,20,19,-1,19
# The results go on.
SMILES,Yeast tox,Yeast tox inhibition %,Yeast eIF2B,Yeast eIF2B mutant toxicity
CCOC(=O)c1cnc(SCCc2ccccc2)nc1N,12,0,22,.
COc1ccccc1-c1nnc(Sc2nc([N+](=O)[O-])nn2C)o1,-3,10,.,.
Cn1cnnc1SCc1ccccc1,22,18,0,18
C=CCOc1nc2c(c(=O)n(C)c(=O)n2C)n1Cc1ccc(Cl)cc1,.,.,-26,.
c1ccc(Nc2cc(Nc3ccccc3)[nH]n2)cc1,2,7,11,7
Cc1nc(C)c(C(=O)Nc2cccc(Cl)c2)o1,13,-2,8,-2
CCOc1cc(C(=S)N2CCOCC2)ccc1O,15,0,18,.
CC1CCN(c2ccc(C(=O)O)cc2)CC1,6,4,13,4
CCN(C(=O)c1cn(C)c(=O)c2cc(OC)c(OC)cc12)c1cc(C)ccc1C,1,-45,20,-45
COc1ccccc1NC(=O)Cn1nnc(-c2ccccc2NC(=O)c2cccs2)n1,.,.,21,.
CC(Sc1c[nH]c2ccccc12)C(=O)O (stereo not drawn),-1,9,0,9
CCOc1cccc(C(=O)Nc2ccc3oc(Cc4ccc(Cl)cc4)nc3c2)c1,10,5,6,5
Cc1ccc(C(=O)O)cc1S(=O)(=O)N1CCOCC1,-11,4,-5,4
CC(C)N(CCNC(=O)C1CCN(S(=O)(=O)N2CCOCC2)CC1)Cc1ccccc1,-6,-7,23,-7
Cc1c2c(n3c(nc4ccccc43)c1C#N)N(Cc1cccnc1)CC2,0,13,14,13
Cc1cc(C)cc(OCC(=O)Nc2ccc(N3CCCC3)cc2)c1,-37,-4,10,-4
OCCN(CCO)c1ncnc2c1oc1ccc(Br)cc12,26,0,.,.
COc1ccc(CNC(=O)c2cc3c(=O)n4ccccc4nc3n(CC3CCCO3)c2=N)cc1 (stereo not drawn),9,7,0,7
Cc1cccc2c(=O)c(C(=O)N3CCCCCC3)c[nH]c12,13,-14,-11,-14
COC(=O)CN(CCc1ccccc1)S(=O)(=O)c1ccc(OC)c(OC)c1,25,6,-34,6
Cc1cccc(NC(=O)CS(=O)(=O)c2cn(C)c3ccccc23)c1C,6,-7,2,-7
Cc1ccc(-c2cc(C(=O)NCc3ccccn3)no2)cc1,20,12,40,12
CC1=C(C(=O)Nc2ccccc2)C(c2ccc(N(C)C)cc2)NC(=O)N1 (stereo not drawn),9,3,25,3
CN(C)c1ccc(/C=[N+](\[O-])C2SC(=S)N(C)C2(C)C)cc1 (stereo not drawn),17,-5,22,-5
CC(C)N(C(=O)CSc1nc2ccccc2n1Cc1ccccc1F)C(C)C,18,10,.,.
# Following part.
SMILES,Yeast tox,Yeast tox inhibition %,Yeast eIF2B,Yeast eIF2B mutant toxicity
Cc1c(N2C(=O)SC(CC(=O)O)C2=O)c(=O)n(-c2ccccc2)n1C (stereo not drawn),-9,4,-6,4
Cc1ccc(O)c(N=CC2=C(O)c3ccccc3C2=O)c1,10,3,22,3
COC(=O)C1(C(F)(F)F)N=C(N(C)C)OC(N(C)C)=N1,2,26,25,26
O=C1c2ccccc2C(=O)N1CCC(c1ccccc1)c1ccco1 (stereo not drawn),19,11,22,11
CCn1c(SCc2nc3cc(OC)c(OC)cc3c(=O)[nH]2)nnc1-c1ccncc1,.,.,19,.
CCOc1cc(C(=O)Nc2ccc(S(=O)(=O)Nc3cc(C)on3)cc2)cc(OCC)c1OCC,15,-3,0,-3
Cc1[nH]nc2c1C1(CCOC1C)C(C#N)=C(N)O2 (stereo not drawn),.,.,-6,.
Cc1cc(C)cc(NC(=O)CN2CCc3ccccc3C2)c1,12,-5,19,-5
COC(=O)Cn1c2ccc(F)cc2c2nc(C)sc21,3,-4,.,.
COc1ccc(C(=O)COC(=O)c2ccco2)cc1,19,-14,33,-14
COc1ccc(CCN2C(=O)C3CC(C)=C(C)CC3C2=O)cc1OC (stereo not drawn),10,9,.,.
CCOc1ccc(N2C(=O)CC(N3CCC(O)(c4ccc(Br)cc4)CC3)C2=O)cc1 (stereo not drawn),19,20,12,20
CC(C)OC(=O)CCc1nc2ccccc2[nH]c1=O,2,-10,61*,.
COc1ccc(N2CCN(Cc3oc(CO)cc(=O)c3O)CC2)cc1,10,3,20,3
O=C(CSc1nnc(CNc2ccc(F)cc2)n1Cc1ccco1)N1CCOCC1,4,-33,23,-33
COC(=O)c1ccccc1NC(=O)C1CC(c2ccc(F)cc2)=NO1 (stereo not drawn),11,4,25,4
COc1ccc(CCNC(=O)c2cc(-c3ccc(C)c(C)c3O)n[nH]2)cc1OC,2,-15,3,-15
Cc1c(C(=O)NCc2cccs2)oc2ccccc12,-2,2,16,2
O=C(CCCCCn1c(=O)[nH]c2ccsc2c1=O)NCc1cccs1,17,0,22,.
Cc1ccc(NC(C)c2cc(Cl)ccc2O)cc1 (stereo not drawn),7,14,7,14
O=C(Nc1ccccc1)N1CCCC(c2nc(-c3ccc(F)cc3)no2)C1 (stereo not drawn),15,9,20,9
Fc1cccc2sc(Nc3nnc(-c4ccco4)o3)nc12,.,.,2,.
COc1ccc(C2=NN(CN3C(=O)C(=O)c4ccccc43)C(c3ccc(Br)cc3)C2)cc1 (stereo not drawn),7,10,21,10
COc1ccccc1S(=O)(=O)Cc1ccc(C(=O)NC2CCCCC2)o1,22,17,8,17
COc1ccc(Cc2noc(COc3ccc(Cl)cc3)n2)cc1,31,13,28,13
# Following part:
SMILES,Yeast tox,Yeast tox inhibition %,Yeast eIF2B,Yeast eIF2B mutant toxicity
Cc1ccc2c(c1)N(CCC(=O)NCc1ccccn1)C(=O)CO2,12,-5,21,-5
O=C(c1cn(-c2ccccc2)nc1-c1ccc(Cl)s1)N1CCOCC1,-27,-11,43,-11
CCOC(=O)C1CCCCN1Cc1cccc(OC)c1OC (stereo not drawn),17,14,10,14
Cc1ccc(CSc2nnc(Nc3ccc(C)cc3)s2)cc1,10,3,3,3
CCOc1nc(OCC)nc(-n2cc(-c3ccccc3)nn2)n1,1,-5,31,-5
O=C1C2C(c3ccccc3)C=CC(c3ccccc3)C2C(=O)N1CCCO (stereo not drawn),11,18,.,.
Cc1cc(CNC(=O)c2cc(Br)ccc2Cl)nn1C,-7,5,-4,5
Cc1nnc(NC2CCCCC2)[nH]c1=O,15,16,65*,.
O=C(CCC(=O)N1CCN(S(=O)(=O)c2ccc(Cl)cc2)CC1)NC1CCCc2ccccc21 (stereo not drawn),-11,-10,2,-10
O=C(NCc1ccco1)c1ccccc1NC(=O)C1CC(=O)N(c2ccc(Cl)cc2)C1 (stereo not drawn),-1,-7,13,-7
CC1=CC(C)(C)NC(=S)N1c1cccc2ccccc12,7,-19,-120,-19
COC(=O)c1[nH]c(C)c(/C(O)=C2\C(=O)C(=O)N(CCN3CCOCC3)C2c2cccnc2)c1C (stereo not drawn),.,.,8,.
COc1ccc(Cl)cc1NC(=O)NC(C)c1ccncc1 (stereo not drawn),9,0,14,.
COc1ccc(NC(=O)COC(=O)c2ccc(OCc3c(C)noc3C)cc2)cc1OC,0,-17,-19,-17
CN1CCN(CC(=O)Nc2nc(-c3ccccc3)cs2)CC1,3,-17,-24,-17
O=C(Cn1cnc2scc(-c3ccc(F)cc3)c2c1=O)N1CCOCC1,-3,0,.,.
c1ccc(CCc2ccccc2-c2nc(-c3cccnc3)no2)cc1,-19,-12,-7,-12
CCCCN1C(=O)N(C)C2C1N(C)C(=O)N2CCCC (stereo not drawn),-25,10,50,10
COc1ccc(CCNC2CC(=O)N(CCc3ccccc3)C2=O)cc1OC (stereo not drawn),17,23,23,23
C(#CCN1CCOCC1)COCCCOC(c1ccccc1)c1ccccc1,21,0,7,.
CCCCOc1[nH]c2nc(-c3ccco3)n(Cc3ccco3)c(=N)c2c1C#N,10,-4,-13,-4
CCn1cc(C(=O)NC2CCCC2)c(=O)c2cc(S(=O)(=O)N3CCOCC3)ccc21,-1,-12,-9,-12
Cc1ccc(-n2nc3cc(C)c(NC(=O)c4cccnc4)cc3n2)cc1,-13,-12,8,-12
COc1ccccc1N1CCN(C(c2ccccn2)c2nnnn2C2CCCCC2)CC1 (stereo not drawn),3,16,.,.
CCn1c(COc2ccccc2)nc2ccccc21,.,.,28,.
Cn1cc(Cl)c(C(=O)NC2CCCCCC2)n1,-2,10,-21,10
COc1ccc(C2C(CC(=O)O)=C(O)C(=O)N2c2ccccc2)cc1 (stereo not drawn),20,-5,6,-5
Cc1ccc(S(=O)(=O)N2CCC(O)(c3cccnc3)CC2)cc1,9,3,7,3
CC(Cc1ccccc1)NC(=O)C1(c2ccccc2)CCOCC1 (stereo not drawn),16,14,19,14

# Random excerpt: four entries already listed
SMILES,Yeast tox,Yeast tox inhibition %,Yeast eIF2B,Yeast eIF2B mutant toxicity
COc1ccc(C2C(CC(=O)O)=C(O)C(=O)N2c2ccccc2)cc1 (stereo not drawn),20,-5,6,-5
O=C(Cn1cnc2scc(-c3ccc(F)cc3)c2c1=O)N1CCOCC1,-3,0,.,.
CN1CCN(CC(=O)Nc2nc(-c3ccccc3)cs2)CC1,3,-17,-24,-17
CCCCN1C(=O)N(C)C2C1N(C)C(=O)N2CCCC (stereo not drawn),-25,10,50,10

# Among those listed so far, 12 have an aryl thioether with sulfur outside any ring:
SMILES,Yeast tox,Yeast tox inhibition %,Yeast eIF2B,Yeast eIF2B mutant toxicity
COc1ccc(OCc2nnc(SCC(N)=O)n2-c2ccccc2OC)cc1,-6,0,10,.
O=C(CSc1nnc2sc3ccccc3n12)N1CCN(c2ccccc2)CC1,-4,-17,19,-17
O=C(CSc1ccc(-c2ccccc2)nn1)NCc1ccco1,3,18,40,18
Clc1ccc(CSc2nnc(CNc3cccc(Cl)c3)o2)cc1,20,19,-1,19
CCOC(=O)c1cnc(SCCc2ccccc2)nc1N,12,0,22,.
COc1ccccc1-c1nnc(Sc2nc([N+](=O)[O-])nn2C)o1,-3,10,.,.
Cn1cnnc1SCc1ccccc1,22,18,0,18
CC(Sc1c[nH]c2ccccc12)C(=O)O (stereo not drawn),-1,9,0,9
CC(C)N(C(=O)CSc1nc2ccccc2n1Cc1ccccc1F)C(C)C,18,10,.,.
CCn1c(SCc2nc3cc(OC)c(OC)cc3c(=O)[nH]2)nnc1-c1ccncc1,.,.,19,.
O=C(CSc1nnc(CNc2ccc(F)cc2)n1Cc1ccco1)N1CCOCC1,4,-33,23,-33
Cc1ccc(CSc2nnc(Nc3ccc(C)cc3)s2)cc1,10,3,3,3

# Screens (PubChem)

# These rows are one share of the data; count on the stated rates, not on these rows.
